Assay outcomes (PubChem)
TbREL1 primary = TbREL1 RNA ligase inhibitors, primary screen, biochemical, FRET fluorescence; inhibition, % at 9.66 µM; TbREL1 RNA ligation; 89,000 tested, 0.49% active; RNA-editing ligase 1, mitochondrial (Trypanosoma brucei brucei), P86926;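 active = inhibition above the mean inhibition across all screened compounds plus 3 SD, cut at about 11% in these data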;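 also: 0% = plate median of test wells and 100% = NSC42067 control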
Target sequence (P86926 whole entry, looked up): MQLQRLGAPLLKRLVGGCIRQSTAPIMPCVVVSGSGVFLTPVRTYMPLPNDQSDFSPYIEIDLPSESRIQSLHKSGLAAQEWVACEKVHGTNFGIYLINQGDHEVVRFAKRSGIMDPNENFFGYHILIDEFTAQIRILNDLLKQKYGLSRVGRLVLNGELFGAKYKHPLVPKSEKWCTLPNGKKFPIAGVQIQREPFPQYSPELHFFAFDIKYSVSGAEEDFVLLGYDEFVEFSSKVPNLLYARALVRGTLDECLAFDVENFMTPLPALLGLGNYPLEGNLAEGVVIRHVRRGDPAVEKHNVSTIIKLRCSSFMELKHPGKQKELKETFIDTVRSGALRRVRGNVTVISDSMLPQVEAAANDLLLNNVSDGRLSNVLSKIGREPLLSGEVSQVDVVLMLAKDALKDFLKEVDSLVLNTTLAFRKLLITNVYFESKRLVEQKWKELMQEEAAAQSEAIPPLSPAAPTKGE
* marks the source's active call; other numbers are inactive results.

structure,TbREL1 primary
Cc1ccc(F)cc1C(=O)N(Cc1ccccn1)CC1CCCO1 (stereo unspecified),-2.8
N#Cc1ccc[n+](CC(=O)c2ccc(NC(=O)c3ccccc3)cc2)c1,0.5
CCCn1c(SCC(=O)OCc2ccccc2)nc2c1c(=O)n(C)c(=O)n2C,-3.3
Clc1ccc(N2CCN(c3cnc4ccccc4n3)CC2)cc1,-0.2
CCCOC(=S)Nc1ccccc1,-1.8
COc1ccc(S(=O)(=O)N2CCOCC2)cc1NC(=O)c1cccs1,4.2
COc1ccccc1/C=N/n1c(N)c(C(=O)NC2CCCCC2)c2nc3ccccc3nc21,-1.2
Cc1cc(S(=O)(=O)N2CCOCC2)ccc1OCC(=O)Nc1cccc(F)c1,-1.1
CCc1nn(CCCC(=O)Nc2ccc(C)cc2C)c(=O)c2cc3occc3n12,-3.4
O=C(COC(=O)Cn1cnc2ccccc21)Nc1ccccc1C(F)(F)F,-0.1
O=S(=O)(NCCc1ccccn1)c1ccc(OC(F)(F)F)cc1,0.3
COc1ccc(CNC(=O)CSCc2c(F)cccc2Cl)cc1,-1.9
Cc1ccc(S(=O)(=O)N2C(=O)CCC2C(=O)O/N=C(\N)c2cccc([N+](=O)[O-])c2)cc1 (stereo unspecified),0.4
O=C1CCCC/C1=C\Nc1ccc(Cl)cn1,-2.3
CCOC(=O)N1CCN(C(=O)Nc2ccc3nccnc3c2)CC1,-1.2
CCOC(=O)N(C)c1c(CC)nc2c(OCc3ccccc3OC)cccn12,-3.8
CCOC(=O)/C=c1\sc2n(c1=O)CCN=2,-2.1
O=C(CCNC(=O)c1ccc(Cl)cc1)NCc1ccccc1Cl,-0.5
O=C(CNS(=O)(=O)c1ccc(Br)cc1)NC1CCCC1,1.1
CCc1ccc(NC(=O)CCN2C(=O)c3cccnc3C2=O)cc1,1.4
COC(=O)c1ccc(S(=O)(=O)N2CCC(NC(=O)CCc3ccccc3)CC2)cc1,1.0
COc1ccc(S(=O)(=O)N(C)c2ccc(C(=O)Nc3ccccc3C(=O)N3CCOCC3)cc2)cc1,-1.1
COc1ccc(-n2c(SCC(=O)NC3CCCC3)nnc2-c2ccncc2)cc1,2.3
S=C(NCCN1CCOCC1)N1CCN(c2cccc(Cl)c2)CC1,-2.3
CC(C)NC(=O)C1(C)CCCCN1Cc1ccc(OCc2ccccc2)cc1 (stereo unspecified),-3.5
Cc1ccc(N(C(=O)c2ccc(Br)o2)C2C=CS(=O)(=O)C2)cc1 (stereo unspecified),0.8
CN(CC(=O)Nc1ccc(N2CCOCC2)cc1)C(=O)c1cc(S(=O)(=O)N(C)C)ccc1Cl,-4.5
CC1CCC(NC(=O)c2ccc(NC(=O)CC3SC(N4CCCC4)=NC3=O)cc2)CC1 (stereo unspecified),-1.6
CCNC(=O)Nc1ccc2c(c1)C(=O)N(C)[C@H]1CC[C@@H](CC(=O)NCCN3CCCC3)O[C@@H]1CO2,1.5
CC1CCN(CCNC(=O)CN(C)S(=O)(=O)c2cccc3nsnc23)CC1,7.0
CC1CCCN(c2nc3nonc3nc2Nc2ccccc2F)C1 (stereo unspecified),2.2
CCOC(=O)CSc1nnc(-c2ccoc2C)n1-c1ccc(OCC)cc1,-1.2
CCN(c1ccccc1)c1cc(C)nc2nc(C)nn12,0.6
O=C(NCCCc1ccccc1)C1CC(=O)N(c2ccc3c(c2)OCCO3)C1 (stereo unspecified),-2.7
COc1ccccc1-n1c(C)cc(SC)c(C(C)=O)c1=S,-5.7
CCOC(=O)c1csc(NC(=O)C2CCCN(S(=O)(=O)c3cccs3)C2)n1 (stereo unspecified),0.4
CCCCn1c(SCC(=O)NC2CC2)nnc1-c1ccncc1,0.5
C=C(C)COc1ccc(-c2nc(N)ncc2Oc2ccccc2OC)c(O)c1,-1.2
O=C(Nc1cccc(C(F)(F)F)c1)c1cccnc1N1CCN(c2ccccc2)CC1,0.3
Cc1cc(C)c(NC(=S)N2CCC(N(C)CC3CCCO3)CC2)c(C)c1 (stereo unspecified),-3.2
COCc1n[nH]c(=S)n1-c1ccccc1,-1.9
CCOc1ccc(C(C)NC(=O)c2cccs2)cc1OCC (stereo unspecified),1.7
CC(C)Oc1ccc(S(=O)(=O)N2CCOCC2)cc1NC(=O)c1ccc(N2CCCC2=O)cc1,-1.9
C/C(=N\NS(=O)(=O)c1ccc(Br)cc1)c1ccc2c(c1)OCO2,-2.2
COc1cc(/C=N/NC(=O)c2cccnc2)ccc1OCC(=O)Nc1ccccc1Cl,1.4
CCOC(=O)c1ccc(N(CCC2CO2)S(=O)(=O)c2ccc(C)cc2)cc1 (stereo unspecified),-0.9
Cc1nn(-c2nccs2)c2c1C(=O)CC(C)(C)C2Br (stereo unspecified),-4.0
CCOC12NC(=O)CC(=O)N1C(c1ccccc1)=CS2 (stereo unspecified),4.3
O=C(NCc1ccc2c(c1)OCO2)Nc1ccc(Cl)cc1,-0.8
Cc1ccc(C)c(NC(=S)N/N=C/C(C)c2ccccc2)c1 (stereo unspecified),-4.2
CCn1c(COc2ccc(C)cc2)nnc1SCC(=O)Nc1ccc(Oc2ccccc2)cc1,1.0
COc1cc(OC)nc(NC(C)=O)n1,1.2
C#Cc1ccc(CN2CCC(N3CCC(C(=O)NCc4ccccn4)CC3)CC2)cc1,-0.4
O=C(CCOc1ccccc1)Nc1ccc(S(=O)(=O)Nc2ncccn2)cc1,2.1
Cc1cnc(C)c(Nc2nc(C(N)Cc3ccc(Cl)cc3)cs2)n1 (stereo unspecified),11.3*
Cc1ccc2cccnc2c1NC(=S)NC(=O)c1ccccc1,-1.0
CCN(CC(=O)Nc1c(F)cccc1F)C(=O)CSc1nnc(-c2ccco2)n1CC,5.5
O=C(CN1CCCCCC1)NC(c1ccccc1)c1ccccc1,3.2
COc1ccc(NC(=O)c2cc(C3CCCCN3C(=O)OCCF)on2)c(C)c1 (stereo unspecified),-4.6
CCOc1ccccc1NC(=O)c1cccc(N2C(=O)CCC2=O)c1,1.3

Other results follow:
structure,TbREL1 primary
CCOc1ccc(S(=O)(=O)NCCC(=O)N2CCCCCCC2)cc1,-0.6
CCn1c(=O)[nH]n(C/C(C)=C\c2c[n+](Cc3ccc4c(c3)OCO4)c(N)[nH]2)c1=O,3.0
CC1(C)CC(=O)C=C(c2cccc(CO)c2)C1,-2.0
COC(=O)C1=C(O)CSC1=Nc1ccccc1,3.3
CCOc1ccc(NC(=O)CN(C)S(=O)(=O)c2cnc[nH]2)cc1,-2.1
COc1ccccc1CNC(=O)COC(=O)c1sc(C)nc1C,4.0
CCn1cc(/C=N\NC(=O)c2ccc(Cl)cc2)cn1,-1.6
NS(=O)(=O)c1ccc(CNc2ccc3ccccc3n2)cc1,-2.7
COCCN1C(=O)CSCC1(C)C(=O)Nc1ccc2c(c1)OCCO2 (stereo unspecified),0.8
CCCn1c(SCC(=O)c2ccc3c(c2)OCCO3)nnc1-c1ccco1,-1.7
COc1ccc(NC(=O)N2CCCC2C(=O)NCC2CCCCC2)cc1 (stereo unspecified),-2.3
CCCCn1nc2cc(C(=O)NCC3CC3)ccc2c1OCC,0.2
COc1cccc(OC)c1OCCOCCn1cnc2ccccc2c1=O,-0.7
COc1ccc(NC(=O)C(c2ccc(C)cc2)N(C)C(=O)c2cnccn2)cc1 (stereo unspecified),0.2
COc1ccc(-n2c(COc3ccc(C)cc3)nnc2SCC(=O)Nc2ccc(S(=O)(=O)Nc3cc(C)nc(C)n3)cc2)cc1,-5.9
COc1ccccc1CNC(=O)c1sccc1-c1ccccc1,5.3
COCCNC(=S)N(CCc1c(C)[nH]c2ccc(F)cc12)Cc1cccs1,-7.1
O=C(NCC1CCCO1)C1CCN(S(=O)(=O)c2cccc3nonc23)CC1 (stereo unspecified),3.7
Cc1c(Cl)c(=O)oc2cc(OCC(=O)N3CCCC(C)C3)ccc12 (stereo unspecified),1.2
CCOCC(=O)Nc1sc2c(c1C(=O)OCC)CCCC2,0.3
O=C(O)c1ccc(/C=C/c2nc3sc4c(c3c(=O)[nH]2)CCC4)cc1,3.1
O=C(CN1C(=O)C(=O)N(CCC2=CCCCC2)C1=O)c1c[nH]c2ccccc12,2.5
CC(C)C1/C(=N/O)CC(c2ccccc2)NC1c1ccccc1 (stereo unspecified),-2.3
Cc1ccn(CC(=O)N2CCCC(Nc3ccc(F)c(F)c3)C2)n1 (stereo unspecified),-0.8
Cc1ccc(C(=O)Cn2c(C(=O)/C=C/c3ccccc3)nc3ccccc32)cc1,-0.4
NC(=O)CC(NC(=O)Cc1ccc(Br)cc1)c1ccc(NCC2CC2)c([N+](=O)[O-])c1 (stereo unspecified),2.5
COc1ccc(NC(=O)c2[nH]c(C)c(C(C)=O)c2C)cc1Cl,-0.4
Cc1cccc(N(C(=O)c2csnn2)C(C(=O)NC2CCCC2)c2ccncc2)c1 (stereo unspecified),-1.6
COc1ccc(C(=O)NCC(=O)OCC(=O)NC23CC4CC(CC(C4)C2)C3)cc1,-0.9
CC(C)NC(=S)NC(c1ccccc1)(c1ccccc1)c1ccccc1,-6.9
CC(Nc1n[nH]c(=S)[nH]c1=O)C(=O)OCc1ccccc1 (stereo unspecified),-2.1
COc1ccc(-c2nnn(CC(=O)N(CCO)C(C(=O)NC3CCCC3)c3ccc(F)cc3)n2)cc1 (stereo unspecified),-3.1
CCOC1=C2[C@H](c3ccc(Cl)cc3)N(S(=O)(=O)c3ccc(C)cc3)C[C@H]2n2c(=O)n(-c3ccccc3)c(=O)n2C1,-2.1
Cn1ccc(C(=O)NC(=S)Nc2ccc([N+](=O)[O-])cc2O)n1,5.1
CC#CCN(Cc1ccco1)C(=O)c1ccc(OC2CCN(Cc3ccccn3)CC2)cc1,-3.3
Cc1occc1C(=O)n1nnc2ccccc21,-1.7
COC(=O)C1=C(C)NC(=O)NC1c1ccsc1 (stereo unspecified),-1.9
Cc1nc2ccccc2c(=O)n1Nc1cccc(Cl)c1,0.7
CC(=O)Nc1ccc(NC(=O)C(C)OC(=O)CCCOc2ccc(Cl)cc2C)cc1 (stereo unspecified),0.0
CCCSCCCNC(=O)c1ccc(NC(=O)C2=CSCCO2)cc1,-2.8
Cc1cc(OC(C)C(=O)Nc2cccnc2)ccc1Cl (stereo unspecified),-1.2
O=C1C2CCCN2C(c2ccccc2F)N1c1ccc(F)cc1 (stereo unspecified),-0.7
CC(C)CC1C(C#N)=C(N)Oc2n[nH]c(-c3ccccc3)c21 (stereo unspecified),-2.9
CCCCC[C@@H]1C=C(C(=O)O)[C@H](c2ccc(C)cc2)N1S(=O)(=O)c1ccc(C)cc1,3.7
CCOC(=O)c1ccccc1NC(=O)c1cc2sccc2n1C,-0.3
CC(=O)N1CCN(CC(=O)Nc2ccccc2C(=O)Nc2ccccc2)CC1,0.7
CCNc1nc(NCC)nc(SCCOC(=O)Nc2ccccc2)n1,3.7
COc1ccccc1NC(=O)CCS(=O)(=O)c1ccccc1,-1.3
O=C(CCN1C(=O)c2ccccc2C1=O)N1CCN(C(=O)c2ccccc2)CC1,-0.3
CCCCNC(=O)C[C@H]1C[C@@]2(C(=O)OCC)CCCC3=C2N(CCC3)C1=O,-3.8
Cc1nc(CNC(=O)c2cc(COc3c(F)cccc3F)on2)cs1,-0.2
O=C(NNC1OC(CO)C(O)C(O)C1O)c1cccnc1 (stereo unspecified),-2.5
N/C(=N\OC(=O)CCCc1ccccc1)c1ccccc1,4.0
Cc1cnc(C(=O)OCC(=O)N(C(C)C)C(C)C)cn1,-0.2
Cc1ccc(NC(=O)C2CCCN2S(=O)(=O)c2ccc3c(c2)n(C)c(=O)c(=O)n3C)cc1C (stereo unspecified),-0.6
Cn1c(SCC(=O)c2cc3ccccc3o2)nnc1-c1ccccc1,4.2
CCCCCCCn1c(NC(=O)CC)nc2ccccc21,-1.9
O=C(Cc1ccc(-n2cccc2)cc1)N1CCc2ccccc21,5.5
CC1=C(C(=O)N(C(C)C)C(C)C)CC(CC(=O)NCc2cccs2)C(=O)N1Cc1ccccc1 (stereo unspecified),0.9
C(=C\c1ccccc1)/CN1CCN(C(c2cc3ccccc3o2)c2nnnn2C2CCCCC2)CC1 (stereo unspecified),0.4

(next part)
structure,TbREL1 primary
O=C(c1cccc(F)c1)N1CCCC(c2nc(-c3cccs3)no2)C1 (stereo unspecified),0.2
CCOc1ccc(CC(=O)Nc2ccc(-c3ccc4nnc(C)n4n3)cc2)cc1,-0.8
CCC(C)NC(=O)CSc1nnc(-c2ccncc2)n1-c1ccc(OC)cc1 (stereo unspecified),-1.4
O=c1oc(-c2ccccc2)c(-c2ccccc2)c2ccccc12,1.5
CC(=O)N1CCN(CCN=CC2=C(O)CC(c3ccco3)CC2=O)CC1 (stereo unspecified),-0.6
COc1cc([N+](=O)[O-])ccc1NC(=O)Cn1ccsc1=N,-1.4

Five entries already listed, ordered by their value in TbREL1 primary, smallest number first:
Structure | TbREL1 primary
CCC(C)NC(=O)CSc1nnc(-c2ccncc2)n1-c1ccc(OC)cc1 (stereo unspecified) | -1.4
CCOc1ccc(CC(=O)Nc2ccc(-c3ccc4nnc(C)n4n3)cc2)cc1 | -0.8
CC(=O)N1CCN(CCN=CC2=C(O)CC(c3ccco3)CC2=O)CC1 (stereo unspecified) | -0.6
O=C(c1cccc(F)c1)N1CCCC(c2nc(-c3cccs3)no2)C1 (stereo unspecified) | 0.2
O=c1oc(-c2ccccc2)c(-c2ccccc2)c2ccccc12 | 1.5

This is a subset, so the mix of outcomes need not match the whole.
